LmPK inh = inhibitors of Leishmania mexicana pyruvate kinase; Q27686; purified LmPK, Kinase-Glo ATP luminescence, 1 h; Potency, µM (top dose mostly 57.5 µM), for the others: at the highest dose activity change, negative = inhibition, hits mostly inhibitors; actives 0.37% (n = 290,000); AID 1721; also: potency is read from the fitted curve at half-maximal effect
Target sequence (Q27686 whole entry, looked up): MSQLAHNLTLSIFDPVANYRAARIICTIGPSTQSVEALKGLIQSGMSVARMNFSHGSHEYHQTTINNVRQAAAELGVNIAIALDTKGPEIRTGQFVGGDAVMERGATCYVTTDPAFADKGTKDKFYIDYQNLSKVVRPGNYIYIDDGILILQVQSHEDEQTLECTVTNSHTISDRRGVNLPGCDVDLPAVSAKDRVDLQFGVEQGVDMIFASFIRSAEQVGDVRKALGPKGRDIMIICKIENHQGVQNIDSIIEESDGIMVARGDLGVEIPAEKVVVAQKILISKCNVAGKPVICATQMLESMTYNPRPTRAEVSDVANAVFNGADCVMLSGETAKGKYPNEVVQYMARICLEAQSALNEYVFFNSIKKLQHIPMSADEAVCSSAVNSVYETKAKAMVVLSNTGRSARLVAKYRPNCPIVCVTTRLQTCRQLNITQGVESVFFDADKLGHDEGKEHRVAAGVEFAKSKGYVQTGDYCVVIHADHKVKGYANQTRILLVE
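In 50 mM imidazole pH 7.2 with 7 mM MgCl2, LmPK (0.1 nM) turned over PEP (0.5 mM) and ADP (0.1 mM) for 1 h at room temperature. Luciferase read-out of ATP.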
Sm TGR block = S. mansoni TGR enzyme inhibition. Potency, µM (top dose mostly 114 µM), for inactives: at the top dose activity change, negative = inhibition, most hits filed as inhibitors. purified TGR, DTNB reduction, TNB absorbance 405 nm. actives 3% (n = 360,000). Q962Y6; also: potency is read from the fitted curve at half-maximal effect; nearly all actives have a fitted effect of over 60% in size
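First, TGR (20 nM dispensed) and NADPH were mixed with compound. Second, a 15 min room-temperature incubation followed. Third, further NADPH and then DTNB were added to start the reaction. Finally, TNB absorbance was monitored kinetically.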
HCMV inh = inhibitors of human cytomegalovirus. HFF cells, HCMV-luciferase reporter, 72 h; hits give low values. activity change, negative = inhibition, % at 57.5 µM. actives 4.5% (n = 410,000); in the data active = activity change below about -60%; inconclusive = no clear call, values can overlap the other calls; inactive = above about -39%
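Screen run at 2 compound doses on HFFs infected with reporter HCMV, MOI 1 PFU/cell. Luciferase activity from cell lysates at 72 h post infection gave inhibition relative to buffer-only and Salinomycin wells.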
AMA1-RON2 inh = AMA1-RON2 (P. falciparum) interaction inhibition | AlphaScreen AMA1-biotinylated RON2 peptide binding | Potency, µM (highest dose often 58.2 µM), inactives show at the highest dose activity change, negative = inhibition, actives largely listed as inhibitors | actives 0.2% (n = 360,000) | AID 720542;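 also: potency is read from the fitted curve at half-maximal effect; 0% = vehicle wells and -100% = peptide control; nearly all actives have a fitted effect of over 45% in size; some results filed as inactive show a strong effect at the top dose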
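AMA1 (3D7) with his tag at 25 nM final met compounds first, then biotinylated RON2 peptide at 25 nM; detection used donor plus acceptor beads, 10 µg/mL apiece, read by AlphaScreen after 30 min at room temperature.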
AmpC detergent = inhibitors of E. coli AmpC beta-lactamase with detergent; AmpC hydrolysis of nitrocefin, absorbance 480 nm, 0.01% Triton; Potency, µM (highest dose often 114 µM), inactives show at the highest dose activity change, negative = inhibition, actives largely listed as inhibitors; actives 0.041% (n = 370,000); AID 485294;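 also: potency is read from the fitted curve at half-maximal effect; 0% = no-compound wells and -100% = no-enzyme wells; nearly all actives have a fitted effect of over 25% in size; some results filed as inactive show a strong effect at the top dose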
Target sequence (P00811 whole entry, looked up): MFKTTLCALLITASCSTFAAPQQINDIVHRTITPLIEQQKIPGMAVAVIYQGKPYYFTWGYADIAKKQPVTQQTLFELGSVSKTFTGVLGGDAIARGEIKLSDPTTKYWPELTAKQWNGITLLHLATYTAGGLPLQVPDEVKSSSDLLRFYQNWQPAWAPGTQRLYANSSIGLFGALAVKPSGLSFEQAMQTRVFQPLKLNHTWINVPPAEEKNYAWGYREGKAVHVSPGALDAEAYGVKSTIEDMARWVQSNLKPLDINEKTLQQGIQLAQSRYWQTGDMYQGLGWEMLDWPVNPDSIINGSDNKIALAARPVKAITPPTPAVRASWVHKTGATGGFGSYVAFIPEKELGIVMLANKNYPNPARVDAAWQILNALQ
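AmpC (5.3 nM in the dispensed reagent) in 20 mM phosphate pH 7.0 with 0.01% (detergent screen) or 0.0001% Triton X-100 was preincubated with compounds for 15 min at room temperature. Nitrocefin was then added from an 800 uM solution, and hydrolysis was followed at 480 nm.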
Tb PYK inh = inhibitors of Trypanosoma brucei pyruvate kinase; Q57TT1; TbPYK enzyme, Kinase-Glo Plus ATP luminescence, 45 min; Potency, µM (top dose mostly 76.8 µM), for inactives: at the highest dose activity, negative = inhibition, hits mostly inhibitors; actives 0.12% (n = 410,000); also: potency is read from the fitted curve at half-maximal effect; nearly all actives have a fitted effect of over 50% in size
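Quantitative HTS: titrated library compounds versus trypanosomal pyruvate kinase in TEA buffer (pH 7.2) containing KCl, MgCl2, BSA and Tween-20. Reactions were initiated with ADP, 130 uM final. Kinase-Glo Plus luminescence was read after 45 min at RT.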
AmpC inh no detg = AmpC beta-lactamase inhibition without detergent | actives 0.52% (n = 330,000) | AmpC nitrocefin hydrolysis, absorbance 480 nm, 0.0001% Triton | Potency, µM (titrated, usually from 57.1 µM), inactives show at the highest dose activity change, negative = inhibition, most hits filed as inhibitors;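 also: potency is read from the fitted curve at half-maximal effect; plate controls were no compound for no effect and no enzyme for full effect; nearly all actives have a fitted effect of over 20% in size; some results filed as inactive show a strong effect at the top dose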
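20 mM phosphate pH 7.0 + 0.01% (detergent screen) or 0.0001% Triton X-100; 5.3 nM AmpC reagent; cpd preinc 15 min RT; nitrocefin (800 uM stock) to start; A480 q20 s × 4 min; Activity was normalised to no-enzyme and no-compound control wells.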
The depositor's hits bear a star; ? = inconclusive; nt = not tested or not shown; [ ] = dose if it differs, or a comment. Unless noted, calls follow the shape of the dose curve; as a rule, active = well fitted curve in the direction sought with a large enough effect; inconclusive = small, poorly fitted or top-dose-only effect, or another doubt; inactive = no such curve, though single readings can be large; an effect the other way counts as inactive or inconclusive. Unless noted, % is scaled to controls: 0 for no effect and ±100 for the full control effect.

Field names: A = LmPK inh; B = Sm TGR block; C = HCMV inh; D = AMA1-RON2 inh; E = AmpC detergent; F = Tb PYK inh; G = AmpC inh no detg
smiles: CN(C(=O)CSc1nc2ccc(NC(=O)c3ccccc3F)cc2s1)c1ccccc1
  A = nt | B = -1% | C = 13 | D = nt | E = 16% | F = 4% | G = nt
smiles: COc1cccc(N2C(=O)C3NN=C(C(=O)CN4C(=O)c5ccccc5C4=O)C3C2=O)c1 (stereo not given)
  A = 8% | B = 2% | C = 18 | D = 25% | E = 3% | F = -6% | G = 1%
smiles: CC(C)n1c(CCC(=O)O)ccc1-c1ccccc1
  A = 5% | B = 18µM* | C = 0 | D = -11% | E = ? | F = -7% | G = -23%
smiles: O=C1CCCN1CC(O)CS(=O)(=O)Cc1ccccc1 (stereo not given)
  A = -3% | B = -6% | C = -3 | D = -8% | E = -2% | F = 5% | G = -5%
smiles: CCCCOc1cccc(-c2nnc(N)s2)c1
  A = -2% | B = 9% | C = -16 | D = 11% | E = 1% | F = 3% | G = -18%
smiles: COc1ccc(CC(=O)NCC(c2cccs2)S(=O)(=O)c2ccc(C)cc2)cc1 (stereo not given)
  A = nt | B = 0% | C = 14 | D = nt | E = 0% | F = 0% | G = nt
smiles: CC(C)=CCC[C@](C)(O)C1CC[C@]2(C)C1[C@H](O)CC1[C@@]3(C)CC[C@H](O[C@@H]4O[C@H](CO)[C@@H](O)[C@H](O)[C@H]4O[C@@H]4O[C@H](CO)[C@@H](O)[C@H](O)[C@H]4O)C(C)(C)C3CC[C@]12C (stereo not given in full)
  A = nt | B = nt | C = 25 | D = 23% | E = nt | F = -6% | G = 248%[activator]
smiles: O=C(CSc1nc(=O)n2ccccc2n1)Nc1ccc2c(c1)OCO2
  A = nt | B = 1% | C = -19 | D = 0% | E = -19% | F = 5% | G = ?
smiles: CCOC(=O)[C@]12CCCC=C1N(Cc1ccc3c(c1)OCO3)C(=O)[C@H](CC(=O)NCC1CCCCC1)C2
  A = nt | B = nt | C = -13 | D = -23% | E = nt | F = 3% | G = nt
smiles: Cc1nc(NCCN)c(C#N)c2c1COC(C)(C)C2
  A = -1% | B = -3% | C = -1 | D = 7% | E = 0% | F = -13% | G = -3%
smiles: Cc1cc(C(=O)Nc2ccccc2Cl)n(-c2ccccc2)n1
  A = 4% | B = 1% | C = -26 | D = -5% | E = -4% | F = 1% | G = -27%
smiles: Cc1ccc(Nc2nc(N)nc(CN3CCCCCC3)n2)cc1
  A = 2% | B = 40µM* | C = -1 | D = -15% | E = ? | F = 4% | G = -15%
smiles: CCCCN(C)C(=O)CNC(=O)c1nn(-c2ccc(OC)cc2OC)c(=O)c2ccccc12
  A = -3% | B = 10% | C = -15 | D = -7% | E = 1% | F = -6% | G = 66%[activator]
smiles: O=C(Nc1cccc(S(=O)(=O)N2CCCCCC2)c1)C1CCN(C(=O)c2ccc(F)cc2)CC1
  A = nt | B = 4% | C = -18 | D = 5% | E = -3% | F = -2% | G = 66%[activator]
smiles: COc1cc(CNCc2ccncc2)cc(Br)c1OCc1ccccc1F
  A = 6% | B = -8% | C = -90* | D = 1% | E = ? | F = -5% | G = 122%[activator]
smiles: Cc1ccc2c(C)c(C(=O)NCCN3CCOC3=O)oc2c1C
  A = -4% | B = 0% | C = 39 | D = -7% | E = -1% | F = 2% | G = 13%
smiles: O=C(Cc1ccccc1)Nc1cccc(-c2nnc(-c3ccco3)o2)c1
  A = 1% | B = 8% | C = -18 | D = 0% | E = 7% | F = -8% | G = -40%
smiles: COc1ccc2c(C)c(CCC(=O)NCCc3ccc(OC)c(OC)c3)c(=O)oc2c1
  A = nt | B = 3% | C = 6 | D = nt | E = 20% | F = -1% | G = nt
smiles: Cc1ccc(Sc2ncccc2C(=O)NCc2cc([N+](=O)[O-])ccc2O)cc1C
  A = -5% | B = -27% | C = 5 | D = 8% | E = -11% | F = 34% | G = -46%
smiles: CC(=O)c1cccc(NC(=O)CN(C)S(=O)(=O)c2cccc3nsnc23)c1
  A = 1% | B = -1% | C = ? | D = 0% | E = 3% | F = -1% | G = -12%
smiles: O=C(Cn1cnc2c(cnn2-c2ccc(F)cc2)c1=O)NCC1CCCO1 (stereo not given)
  A = -5% | B = -8% | C = -15 | D = 2% | E = -7% | F = -6% | G = 3%
smiles: O=C(COC(=O)c1ccc2c(c1)OCO2)Nc1ccccc1OC(F)F
  A = nt | B = nt | C = -22 | D = -2%[11.6 µM] | E = nt | F = 4% | G = -27%
smiles: CC1(C)CC(NC(=O)C2CCCCC2C(=O)O)CC(C)(C)N1 (stereo not given)
  A = -2% | B = 5% | C = -5 | D = 2% | E = -11% | F = 6% | G = -12%
smiles: O=C(CCCN1C(=O)/C(=C/c2ccccc2Cl)SC1=S)N1CCCC1
  A = ? | B = 8% | C = -109* | D = -27% | E = -12% | F = -11% | G = 127%[activator]
smiles: O=C(NC1(C(=O)O)CCCC1)c1ccccc1
  A = nt | B = nt | C = 17 | D = 2% | E = nt | F = 0% | G = nt
smiles: CCCCn1c(=N)n(CCOc2ccccc2OC)c2ccccc21
  A = nt | B = -8% | C = -71* | D = nt | E = 19% | F = 5% | G = nt
smiles: O=C(CCN1C(=O)C2CC=CCC2C1=O)Nc1ccc(S(=O)(=O)N2CCCCC2)cc1 (stereo not given)
  A = nt | B = 1% | C = -7 | D = -8% | E = -9% | F = -3% | G = -21%
smiles: [N-]=[N+]=CC(=O)OC[C@H](N)C(=O)O
  A = -1% | B = 4% | C = -18 | D = 64%[activator] | E = -5% | F = 1% | G = -18%
smiles: C/C(=N\Nc1nc2ccccc2[nH]1)c1ccc([N+](=O)[O-])cc1
  A = ? | B = 4% | C = -18 | D = 0% | E = -14% | F = -8% | G = -34%
smiles: Cc1ccc(C)c2nc(SCC(=O)NCc3cccs3)c(C#N)cc12
  A = -6% | B = -12% | C = 2 | D = -5% | E = ? | F = -3% | G = -10%
smiles: COc1ccc(C(CNC(=O)c2ccc(-c3cccc(C(F)(F)F)c3)o2)N2CCOCC2)cc1 (stereo not given)
  A = nt | B = ? | C = 19 | D = -21% | E = -4% | F = 4% | G = 239%[activator]
smiles: CC(C)(C)NC(=O)COC(=O)c1nsc(Cl)c1Cl
  A = 5% | B = -3% | C = 18 | D = 6% | E = 1% | F = -4% | G = -6%
smiles: COc1ccc(NC(=O)c2ccc(-c3csc(C)n3)cc2)cc1
  A = -7% | B = 10% | C = ? | D = -2% | E = -2% | F = 0% | G = -4%
smiles: OC(CNCC1COc2ccccc2O1)COc1ccc(Cl)cc1 (stereo not given)
  A = 6% | B = -16% | C = 11 | D = 1% | E = 0% | F = 4% | G = 36%
smiles: COc1ccc(CN(Cc2nc3ccccc3c(=O)[nH]2)C(=O)C(C)(C)C)cc1
  A = 0% | B = -1% | C = 20 | D = -6% | E = -16% | F = -4% | G = -22%
smiles: Cc1noc(C)c1S(=O)(=O)Nc1ccc2c(c1)C(=O)N([C@H](C)CO)C[C@H](C)[C@@H](CN(C)C(=O)CCCN(C)C)OCCCC[C@@H](C)O2
  A = nt | B = nt | C = 4 | D = 3% | E = nt | F = -1% | G = nt
smiles: CCN(CC)S(=O)(=O)N1CCN(S(=O)(=O)N2CCOCC2)CC1
  A = 2% | B = nt | C = 15 | D = -1% | E = -2% | F = -12% | G = -5%
smiles: COCCN1C=C2C(=O)C(C)(OC(=O)c3cccs3)C(=O)C=C2C=C1CCCC(=O)OC (stereo not given)
  A = -3%[11.5 µM] | B = -27% | C = -12 | D = -4% | E = 6% | F = 3% | G = 33%
smiles: O=C(CCc1nnc2ccc(NCc3ccco3)nn12)N1CCN(c2ccccc2)CC1
  A = -11% | B = ? | C = -25 | D = 3% | E = ? | F = -3% | G = 96%[activator]
smiles: CCCCOc1ccc(CSCCN)cc1Cl
  A = -3% | B = -1% | C = -3 | D = -6% | E = 0% | F = 1% | G = 10%
smiles: CC(C)CCNC(=O)C(c1ccco1)N(Cc1ccc(F)cc1)C(=O)c1snc(C(N)=O)c1N (stereo not given)
  A = 13% | B = 5%[11.4 µM] | C = 16 | D = -5% | E = -12% | F = 2% | G = 16%
smiles: Cc1nn(C)cc1S(=O)(=O)N1CCN(Cc2ccc(F)cc2Cl)CC1
  A = 7% | B = 0% | C = -39 | D = -10% | E = -2% | F = -2% | G = 98%[activator]
smiles: Cc1ccc(-n2nnc(-c3cnc4ccccc4c3)n2)cc1
  A = -6% | B = -15% | C = 53 | D = 0% | E = 3% | F = -14% | G = -15%
smiles: Cc1ccccc1NC(=O)CSc1nc(N)c(C#N)cc1C#N
  A = -2% | B = -1% | C = -14 | D = 3% | E = -17% | F = 0% | G = -22%
smiles: CCOC(=O)C1=C(N)n2c(s/c(=C\c3cccnc3)c2=O)=C(C(=O)OCC)C1c1cccnc1 (stereo not given)
  A = -2% | B = 0% | C = nt | D = nt | E = ? | F = nt | G = -12%

Only AmpC inh no detg, Sm TGR block and Tb PYK inh (2 entries from above):
compound | AmpC inh no detg | Sm TGR block | Tb PYK inh
Cc1nc(NCCN)c(C#N)c2c1COC(C)(C)C2 | -3% | -3% | -13%
Cc1nn(C)cc1S(=O)(=O)N1CCN(Cc2ccc(F)cc2Cl)CC1 | 98%[activator] | 0% | -2%

New compounds follow.
Field names: A = LmPK inh; B = Sm TGR block; C = HCMV inh; D = AMA1-RON2 inh; E = AmpC detergent; F = Tb PYK inh; G = AmpC inh no detg
smiles: CCC[n+]1c(C)sc2c(OC)ccc(OC)c21
  A = -25% | B = -8% | C = 50 | D = -25% | E = -2% | F = ? | G = 114%[activator]
smiles: COc1cc(C(=O)N/N=C(\C)c2ccc3c(c2)OCO3)cc(OC)c1OC
  A = 3% | B = -5% | C = -26 | D = 14% | E = 2% | F = 4% | G = -12%
smiles: CCCCN(Cc1ccccc1)C(=O)C1CCN(S(=O)(=O)c2c(C)noc2C)CC1
  A = 0% | B = 0% | C = 6 | D = -2% | E = -17% | F = 1% | G = 0%
smiles: CC(=O)Nc1ccc(OCC(O)CN2C(C)(C)CC(O)CC2(C)C)cc1 (stereo not given)
  A = -2% | B = 0% | C = 35 | D = -9% | E = 1% | F = -5% | G = -11%
smiles: COc1ccc(CNC(=O)CCNS(=O)(=O)c2ccc(Br)s2)cc1
  A = 4% | B = -1% | C = ? | D = 5% | E = -14% | F = 0% | G = -22%

Assay outcomes: PubChem BioAssay, National Center for Advancing Translational Sciences (NCATS)
